Screens: PubChem, The Scripps Research Institute Molecular Screening Center
OXTR ag: agonists of human oxytocin receptor. P30559. AID 2435. CHO-OTR cells, Fluo-8 calcium fluorescence; normalized: DMSO 0%, oxytocin 100%. hit rate 0.32% among 320,000. activation, % at 3 µM;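 active = activation above the mean of all tested compounds plus 3 SD, cutoff set per screening run, cut at about 20% in these data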;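 note: peak over basal fluorescence ratio from a 100 s FLIPR kinetic read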
CHO parental Ca: signal in parental CHO cells, OX1R antagonist counter-screen | parental CHO-K1, ATP-induced calcium, Fluo-8 fluorescence | inhibition, % at 5.6 µM | hit rate 0.63% among 330,000;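 active = inhibition above that plate's mean sample inhibition plus 3 SD, cut at about 26% in these data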;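 note: 0% = ATP-challenged DMSO wells and 100% = DMSO wells without ATP; some compounds past the cut are filed as inactive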
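Material: Parental CHO cells | Reagent: ATP | Compound dosing: Single nominal dose of 5.6 µM per compound | Detection: Intracellular calcium via Fluo-8 no-wash fluorescent dye | Read-out: % inhibition of ATP-induced calcium mobilization | Benchmarks: Low control ATP plus DMSO, high control DMSO only | Replicates: Singlicate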
V1R ag counter: V1a receptor agonism, counter-screen for OXTR agonists | CHO-V1R cells, Fluo-8 calcium fluorescence, agonist mode; 0% DMSO, 100% 3 nM vasopressin | AID 2797 | activation, % at 3 µM | hit rate 0.25% among 320,000 | P37288;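 active = activation above the mean activation of all tested compounds plus 3 SD, per screening run, cut at about 20% in these data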;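 note: signal is peak over basal fluorescence ratio across a 100 second FLIPR read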
Target sequence (P37288 whole entry, looked up): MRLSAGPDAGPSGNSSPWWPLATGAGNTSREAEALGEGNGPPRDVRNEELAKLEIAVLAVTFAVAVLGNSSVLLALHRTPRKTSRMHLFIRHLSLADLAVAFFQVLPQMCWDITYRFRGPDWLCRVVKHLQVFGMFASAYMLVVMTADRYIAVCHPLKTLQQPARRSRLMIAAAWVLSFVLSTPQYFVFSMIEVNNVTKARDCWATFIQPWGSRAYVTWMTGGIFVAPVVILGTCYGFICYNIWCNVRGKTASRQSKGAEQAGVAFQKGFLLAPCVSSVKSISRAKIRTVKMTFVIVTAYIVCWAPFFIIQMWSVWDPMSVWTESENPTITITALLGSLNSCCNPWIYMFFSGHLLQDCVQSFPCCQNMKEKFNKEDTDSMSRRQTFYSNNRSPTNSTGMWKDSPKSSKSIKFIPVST
M1 PAM parental: M1 PAM counterscreen hit in parental CHO-K1 cells | ATP EC20, Fluo-8 calcium fluorescence; 0% at ATP EC20, 100% at ATP max | activation, % at 3 µM | hit rate 0.02% among 360,000;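 active = activation above the run cutoff, the mean activation of all test compounds plus 3 SD, cut at about 40% in these data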;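 note: peak over basal fluorescence ratio in a 140 s read after ATP addition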
CHO-K1 Ca ag: nonselective activator or artifact in parental CHO-K1 cells. Fluo-8 calcium fluorescence; scaled to maximal ATP response, vehicle zero. activation, % at 3 µM. hit rate 0.48% among 360,000. AID 602248; in the data active = activation above about 15%;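 note: untransfected CHO-K1 host cells lacking M1 receptor as counterscreen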
CHO-K1 Ca antag: nonselective inhibitor or artifact in parental CHO-K1 cells; ATP-induced calcium, Fluo-8 fluorescence; inhibition, % at 3 µM; hit rate 0.6% among 360,000; AID 602250;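 active = inhibition above a per-plate cutoff, the plate's mean sample inhibition plus 3 SD, cut at about 24% in these data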;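 note: 0% = DMSO plus EC80 ATP and 100% = DMSO alone without ATP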
OXTR potentiator: human OXTR potentiation | P30559 | CHO-OTR cells, Fluo-8 calcium fluorescence, potentiator mode; 0% = oxytocin EC15, 100% = EC100 | activation, % at 3 µM | hit rate 0.061% among 320,000;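 active = activation above that plate's cutoff, the mean activation of tested compounds plus 3 SD, cut at about 6.6% in these data, passing the limit was not always enough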;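 note: 100% uses oxytocin at 75 nM as the full agonist control; some results filed as inactive read as strong as hits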
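Replication – single well per compound, singlicate · Assay system – CHO cell line stably expressing human OTR · Timing – 6 min pre-incubation, 100 s read · Measure – normalized max/min fluorescence ratio, % activation · Doses – 3.0 µM, one dose · Detection – Fluo-8 calcium dye fluorescence · Probe or stimulus – oxytocin near EC15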
TAAR1 antagonist: human TAAR1 antagonism; inhibition, % at 3 µM; hit rate 1.5% among 360,000; CHO RD-HGA16 TAAR1, Fluo-8 calcium fluorescence, antagonist;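 active = inhibition above a per-plate cutoff, the mean inhibition of test compounds on that plate plus 3 SD, cut at about 49% in these data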;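 note: 0% = DMSO plus EC80 beta-PEA response and 100% = DMSO alone without agonist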
Target sequence (Q96RJ0 whole entry, looked up): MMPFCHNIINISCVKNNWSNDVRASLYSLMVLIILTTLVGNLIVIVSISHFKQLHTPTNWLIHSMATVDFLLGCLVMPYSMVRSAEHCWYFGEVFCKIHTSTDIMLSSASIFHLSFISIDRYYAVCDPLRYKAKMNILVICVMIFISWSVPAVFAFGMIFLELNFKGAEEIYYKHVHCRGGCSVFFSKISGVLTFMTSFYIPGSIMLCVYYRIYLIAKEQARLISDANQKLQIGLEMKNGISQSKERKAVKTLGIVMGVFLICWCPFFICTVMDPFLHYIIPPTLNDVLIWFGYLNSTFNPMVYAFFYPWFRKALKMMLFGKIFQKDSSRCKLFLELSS
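test system = CHO RD-HGA16 cells bearing hTAAR1 | replication = singlicate | controls = DMSO-only wells and EC80 β-PEA-stimulated wells | reagent = EC80 β-phenethylamine stimulus | read-out basis = percent inhibition of PEA-evoked calcium signal, max/basal emission ratio | schedule = seeding 17-24 h prior, 75-min 37 °C, 30-min RT dye loading | signal = kinetic Fluo-8 calcium fluorescence measurement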
GPR7 antag: blocks human GPR7 receptor signaling; P48145; GPR7-expressing cells, fluorescence antagonist assay; inhibition, % at 4.4 µM; hit rate 1.1% among 290,000; AID 1861; in the data active = inhibition above about 16%, passing the limit was not always enough;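 note: cells stimulated with the agonist NPW; 0% = agonist with vehicle and 100% = vehicle without agonist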
Target sequence (P48145 whole entry, looked up): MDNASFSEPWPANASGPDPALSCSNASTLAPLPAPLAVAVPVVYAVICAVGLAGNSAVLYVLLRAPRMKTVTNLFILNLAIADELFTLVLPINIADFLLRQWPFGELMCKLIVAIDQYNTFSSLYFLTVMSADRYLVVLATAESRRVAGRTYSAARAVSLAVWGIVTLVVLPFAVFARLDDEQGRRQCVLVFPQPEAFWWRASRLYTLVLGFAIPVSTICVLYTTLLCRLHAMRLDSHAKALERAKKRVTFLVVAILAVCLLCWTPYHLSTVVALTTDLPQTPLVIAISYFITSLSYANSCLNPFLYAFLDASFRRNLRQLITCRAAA
Active calls of the source: *; / = not tested or not shown.

SMILES	OXTR ag	CHO parental Ca	V1R ag counter	M1 PAM parental	CHO-K1 Ca ag	CHO-K1 Ca antag	OXTR potentiator	TAAR1 antagonist	GPR7 antag
Cc1ccc(-n2ncc3c(NNC(=O)c4cccs4)ncnc32)cc1	0.9	-5	1.1	13	1.9	-5	-15	-12	2
Cc1cccnc1NC(=O)C(C)N1C(=O)c2ccccc2C1=O (stereo not drawn)	0.4	-4	0.3	9	5.4	-3	-4	-23	-11
COc1ccc(C2CC(c3cccs3)=NN2C(=O)CSc2nc3ccccc3s2)cc1 (stereo not drawn)	0.1	-19	0.3	18	5.0	-1	-8	12	-9
CCOc1cc(CNc2ccc(O)cc2)ccc1OCc1ccc(Cl)cc1Cl	-2.5	-14	-1.2	9	-0.2	-10	-18	/	-8
Cc1cc(C)c(S(=O)(=O)NCc2ccccn2)c(C)c1	0.9	-10	0.5	9	0.1	-6	2	-18	-12
Cc1ccnc(NS(=O)(=O)c2cccc3nsnc23)c1	-0.4	-9	0.9	16	0.5	-8	-7	-19	8
O=C(NC(=S)Nc1cccc(Cl)c1)c1cncc(Br)c1	-1.9	-21	0.0	13	0.9	-10	-11	-2	/
Cc1ccnc(NC(=O)c2ccc([N+](=O)[O-])s2)c1	-0.8	3	-1.2	11	0.0	-4	-6	-16	7
O=S(=O)(Nc1cc2nc3ccccc3nc2n1Cc1ccccc1)c1ccc(Cl)cc1	8.1	14	5.8	11	7.6	12	-8	30	16
CC[C@@H]1C=C(C(=O)O)[C@H](c2ccc3c(c2)OCO3)N1S(=O)(=O)c1ccc(C)cc1	0.0	-10	0.6	20	0.5	-12	-2	8	/
Cc1ccc(OCc2nnc(NC(=O)c3ccco3)s2)cc1	2.0	-7	1.4	11	0.3	-9	-4	-8	-3
CCOC(=O)N1CCN(C(=O)C2CCN(Cc3cccc(OCc4ccccc4)c3)CC2)CC1	0.9	-26	1.8	-3	1.4	-7	-15	-27	-6
CC(C(=O)O)N1CCCCC1 (stereo not drawn)	-0.1	-2	1.5	14	0.4	-10	2	-19	-13
C[C@H](NC(=O)N1CCn2c1nc1ccccc12)C(=O)NCCc1ccccc1	0.6	-16	2.9	4	2.2	-8	-4	-20	-15
O=S(=O)(Nc1nc2ccccc2nc1NCC1CCCO1)c1ccc(F)cc1 (stereo not drawn)	-0.1	-8	-0.1	23	2.0	-23	-3	-17	-5
COc1ccc(-c2noc(C3CCCN(C(=O)c4cccc(C)c4)C3)n2)cc1 (stereo not drawn)	1.5	-24	4.4	14	6.5	-4	-4	-3	-2
CCCn1c(SCC(=O)Nc2cc(Cl)ccc2Cl)n[nH]c1=O	2.3	3	2.8	6	6.0	-9	-4	15	-1
CC1(C)CC(NC(=S)NCc2ccc3c(c2)OCO3)CC(C)(C)N1	0.4	-15	1.2	/	/	/	-8	/	-13
COc1ccccc1NC(=O)CN1CCN(c2ccccc2)CC1	0.4	-9	-1.1	28	3.0	-14	-11	-2	-1
Cc1ccc(NS(=O)(=O)c2ccc(Cl)c(N=Nc3c(O)[nH]c(=O)[nH]c3=O)c2)cc1Cl	0.2	-35	0.9	2	4.7	-3	-3	-13	/
CC(C)Cn1c(N)c(C(=O)COC(=O)c2ccc3ccccc3n2)c(=O)n(C)c1=O	3.2	-15	5.9	1	2.2	-1	-18	13	-9
CCCCNC(=O)C1(C)CCCCCN1Cc1cc2ccccc2o1 (stereo not drawn)	/	/	/	8	-0.3	-4	/	-16	/
CCOC(=O)c1[nH]c(C)c(CN(Cc2ccco2)C(=O)C(F)(F)F)c1C	-2.5	-21	-0.4	19	0.1	-7	-9	-5	7
Cc1nn(C)c(C)c1N1C(=O)c2cccc3c(N)ccc(c23)C1=O	108*	51*	128*	-10	63*	31*	-12	64*	22*
Clc1ccc(-c2n[nH]c3c2CCC3)c(Cl)c1	-2.0	1	-0.4	9	-0.4	-11	-9	-12	-3

Going on with the list.
SMILES	OXTR ag	CHO parental Ca	V1R ag counter	M1 PAM parental	CHO-K1 Ca ag	CHO-K1 Ca antag	OXTR potentiator	TAAR1 antagonist	GPR7 antag
Cn1c(CN2CCCC2)nc2cc(NC(=O)COc3ccc(Cl)cc3)ccc21	1.2	-11	0.7	-1	2.5	-24	-7	4	-11
O=C(CSc1nc2cc(Cl)ccc2s1)NC(=O)NCc1ccco1	-0.7	-17	-0.5	-9	-0.3	-8	-2	-13	-10
[O-][N+]12CCN(CC1)c1ccccc12	0.6	2	0.8	5	-0.2	-3	-3	-7	3
CC1CCc2c(sc3ncn4c(SCC(=O)NCc5ccco5)nnc4c23)C1 (stereo not drawn)	-1.6	-7	0.3	6	-0.6	-6	-3	-3	-11
COc1ccc(-c2oc3ccc(-c4ccc(OC)nc4)cc3c2C#CC2(O)CCCCC2)cc1	0.0	-43	-0.2	1	0.1	-12	-4	-13	-24
Cn1nc(C(C)(C)C)c([N+](=O)[O-])c1C(=O)Nc1ccccc1	-2.0	-15	2.2	20	1.0	-5	-7	16	-5
CCOc1cc(N2CCOCC2)c(OCC)cc1NC(=O)CSc1n[nH]c(N)n1	-1.8	-10	-0.1	18	1.8	-12	-12	-23	-2
COc1ccccc1N(CC(=O)NCCc1ccccc1)C(=O)CCC(=O)Nc1cc(C)ccn1	2.7	-12	2.7	0	3.2	-6	-2	17	0
CCCOc1ccc(C(=O)N2CC3(CC(c4cccc(NC(=O)[C@@H]5CCC(=O)N5)c4)=NO3)C[C@H]2C(=O)NC2(C(N)=O)CC2)cc1 (stereo partly drawn)	-0.4	-4	-0.3	8	0.7	-3	-7	14	-2
CC(=O)Nc1sc2c(c1C#N)CCCC2	0.3	2	-0.1	15	0.8	-7	-15	-3	-4
CCCC(=O)Nc1ccc(S(=O)(=O)N2CCCC2)cc1	-0.5	-14	0.2	6	0.7	-7	2	2	-3
Cc1cccc(NC(=O)C2CCN(C(=O)NC3CCCCC3)CC2)c1	0.4	-3	1.1	11	1.6	-10	-3	-3	-1
Nc1nc(N2CCCCC2)nc2ccccc12	-0.2	-10	0.3	-7	-0.2	10	4	-10	7
CCOc1ccccc1NC(=S)NC(=O)CCCOc1ccc(Cl)cc1Cl	-0.5	-25	1.7	13	-0.4	-26	-11	2	6
CN(CC(=O)Nc1ccc(N2CCOCC2)cc1)C(=O)CCc1ccccc1Cl	2.2	-9	3.1	8	2.1	-6	-1	-6	/
Cc1nnc(C)n1/N=C/c1cccnc1	1.0	0	0.5	7	0.0	-6	-7	3	9
CC(C)C[C@H]1CNC(=S)N1CC1CCCN1C[C@H](Cc1ccccc1)N1C[C@H](Cc2ccc(O)cc2)N(CC2CCCCC2)C1=S (stereo partly drawn)	/	/	/	12	0.2	-13	/	-20	/
COc1ccccc1NC(=O)Cc1nc(CCl)cs1	0.2	-5	0.5	16	13	7	-2	-12	2
O=C(c1ccncc1)N1CCN(C2CCCCC2)CC1	-1.0	15	1.8	14	0.5	-6	-25	10	-1
CCN(Cc1ccccc1)CC(O)COc1ccccc1 (stereo not drawn)	5.6	-16	1.2	24	1.1	-11	-10	22	2
O=C(Nc1cccc(C2OCCCO2)c1)c1cccs1	1.1	-3	-0.4	-5	0.2	17	3	6	5
COc1ccccc1NC(=O)CCN1CCN(C)CC1	0.7	7	-0.1	12	0.6	-11	-6	5	2
OC(COCCOc1ccc(Br)cc1)CN1CCN(Cc2ccccc2)CC1 (stereo not drawn)	9.2	-22	4.4	29	3.8	-8	-8	-11	9
CCS(=O)(=O)c1nc(S(=O)(=O)c2ccc(C)cc2)c(N2CCC3(CC2)OCCO3)s1	1.3	-10	3.6	-12	1.6	7	-13	-5	-3
N#CCc1cccnc1Sc1ccc(Cl)cc1	-1.5	-8	-1.7	-2	1.3	-9	4	10	/

Exported with values under each structure: 4 of the compounds above
Values run as follows: OXTR ag, CHO parental Ca, V1R ag counter, M1 PAM parental, CHO-K1 Ca ag, CHO-K1 Ca antag, OXTR potentiator, TAAR1 antagonist, GPR7 antag
Cc1cc(C)c(S(=O)(=O)NCc2ccccn2)c(C)c1
  0.9, -10, 0.5, 9, 0.1, -6, 2, -18, -12
CCOc1cc(N2CCOCC2)c(OCC)cc1NC(=O)CSc1n[nH]c(N)n1
  -1.8, -10, -0.1, 18, 1.8, -12, -12, -23, -2
N#CCc1cccnc1Sc1ccc(Cl)cc1
  -1.5, -8, -1.7, -2, 1.3, -9, 4, 10, /
O=C(Nc1cccc(C2OCCCO2)c1)c1cccs1
  1.1, -3, -0.4, -5, 0.2, 17, 3, 6, 5

Additional records follow:
SMILES	OXTR ag	CHO parental Ca	V1R ag counter	M1 PAM parental	CHO-K1 Ca ag	CHO-K1 Ca antag	OXTR potentiator	TAAR1 antagonist	GPR7 antag
O=C(Cc1ccccc1)NNC(=O)c1cnccn1	0.9	-1	-0.3	28	0.7	-12	0	-13	-6
FC(F)(F)c1cccc(-c2nnc3ccc(C(F)(F)F)cn23)c1	0.8	-19	1.2	10	1.1	-3	-4	0	1
O=C(Nc1ccccc1F)Nc1cccnc1Cl	-2.7	-13	-2.2	18	1.4	-12	5	-21	/
Nc1nc(-c2cccc(Br)c2)cs1	-0.8	-2	0.5	17	0.4	-16	-2	13	11
c1ccc(Cn2nnc3c(N4CCOCC4)ncnc32)cc1	-0.1	-4	-0.3	18	1.0	-13	-3	3	-10
CCS(=O)(=O)c1nc(S(=O)(=O)c2ccc(C)cc2)c(N2CCN(CCO)CC2)s1	2.5	-10	0.9	10	2.2	-7	-5	-5	-4
COc1ccccc1NC(=O)Cc1csc(NC(=S)Nc2ccccc2)n1	14	-1	6.3	5	9.9	18	-24	37	11
COc1ccc(-c2cc(-c3cccnc3)c(C#N)c(N)n2)cc1	0.2	-11	0.6	-14	0.8	-1	-3	37	-13
CC(O)C(=O)NCCOCCOCCNC(=O)C(C)O (stereo not drawn)	2.8	-3	0.8	12	0.1	5	-1	-1	-20
Cc1cnc(C(=O)Nc2ccc(-n3cnnn3)cc2)cn1	0.2	1	0.6	4	-0.1	3	-12	-2	1
Cc1cccc(N(CC(=O)NC2CC3CCC2C3)S(=O)(=O)c2ccccc2)c1 (stereo not drawn)	-0.8	-29	-1.2	11	-0.3	-11	-14	-13	-17
Cc1nn(C)c(NC(=O)c2ccccc2Cl)c1Cl	2.0	-7	1.2	-3	0.7	-9	-7	-16	6
CCC(=NCc1ccccc1)c1c(C(F)(F)F)[nH]n(-c2nc3ccccc3s2)c1=O	0.1	4	0.9	1	0.0	8	0	8	2
NC(c1csc(Nc2cnccn2)n1)C1CCCCC1 (stereo not drawn)	/	/	/	19	0.7	-9	/	-13	/
CN1CCC(=NNC(=O)CSc2ccc(Cl)cc2)CC1	-1.1	-18	0.5	-9	0.0	11	-6	3	-14
Cc1ccc(SCCN2CCC(C)CCC2=O)cc1 (stereo not drawn)	-0.8	-13	-1.4	8	-0.1	-9	-9	-3	10
CC[C@H](C)C(C(=O)N1CCN(C(=O)OC(C)(C)C)CC1)n1cc(C(CO)NC(=O)OC(C)(C)C)nn1 (stereo partly drawn)	0.6	-13	0.9	11	-0.1	-8	-4	12	-11
